Ecoli WT growth: blocks growth of wild type E. coli BW25113; E. coli BW25113 growth inhibition, OD600; inhibition, % at 10 µM; 20,000 tested, 0.05% active; AID 552; in the data active = inhibition above about 40%;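 note: bacteria exposed to compound for 20 hours at 37 °C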
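assay system = bacterial strain in a whole-cell growth screen | quantity = inoculum from a 1:1000 dilution of a 1.5 h subculture | buffer or medium = LB broth with 50 µg/mL kanamycin | compound dosing = one dose, 10 µM final | schedule = compound exposure of 20 h at 37 °C | technique = absorbance at 615 nm as a measure of bacterial growth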
Active calls of the source: *. The list is partial (hit frequency here may not be typical).

CCCCCCC1/C(=N/O)CCC1C(=O)OC (configuration not stated)
  Ecoli WT growth = -5
CCCS(=O)(=O)C(=C1Nc2ccccc2N1)S(=O)(=O)CCC
  Ecoli WT growth = -4
CSc1nsc(SC)c1NC(=O)OC1CCCCC1
  Ecoli WT growth = 5
N#Cc1cc2c(nc1SCC(O)CS(=O)(=O)Cc1ccccc1)CCCC2 (configuration not stated)
  Ecoli WT growth = -19
COc1ccc(NC(=O)Cn2nnc(-c3ccccc3F)n2)cc1Cl
  Ecoli WT growth = 17
CC(=O)c1cn(CC(=O)Nc2ccccc2)c2ccccc12
  Ecoli WT growth = -11
CCCCC(=O)NC1(C(F)(F)F)C(=O)N(Cc2ccco2)C(C)=C1C(=O)OC (configuration not stated)
  Ecoli WT growth = -17
O=C(CSc1nnnn1-c1ccc2c(c1)OCO2)NCc1cccs1
  Ecoli WT growth = -3
C=CCSc1nc(N)c2c(C)c(C)sc2n1
  Ecoli WT growth = -2
Cc1cccc(Nc2nc3c(c(=O)n(C)c(=O)n3C)n2Cc2ccccc2)c1
  Ecoli WT growth = -4

CCCOn1nnnc1-c1ccccc1
  Ecoli WT growth = 5
Cc1cc(OCC(=O)Nc2ccc3oc(-c4ccncc4)nc3c2)ccc1Cl
  Ecoli WT growth = 1
N#C/C(C(=O)N1CCOCC1)=C1/SC=C(c2ccccc2)N1c1ccccc1
  Ecoli WT growth = -1
O=C(O)c1cccnc1Oc1ccccc1
  Ecoli WT growth = 0
Cc1ccc(-n2ncc3c(N4CCCC(C)C4)ncnc32)c(C)c1 (configuration not stated)
  Ecoli WT growth = 0
CC(C)OCC(O)CN (configuration not stated)
  Ecoli WT growth = -18
CN1CCN(S(=O)(=O)c2ccc(NC(=O)c3cccs3)cc2)CC1
  Ecoli WT growth = -7
CC(=O)NCCOc1nc(N(C)C)nc(N2CCOCC2)n1
  Ecoli WT growth = -19
CC(C)CC1NC2(C(=O)N(C)c3ccccc32)C2C(=O)N(C(C)C)C(=O)C12 (configuration not stated)
  Ecoli WT growth = 1
CCOC(=O)c1c(N)nn(C(=O)C(C)C)c1-c1ccccc1
  Ecoli WT growth = 0

Continued; the last three above are carried over.
CC(=O)NCCOc1nc(N(C)C)nc(N2CCOCC2)n1
  Ecoli WT growth = -19
CC(C)CC1NC2(C(=O)N(C)c3ccccc32)C2C(=O)N(C(C)C)C(=O)C12 (configuration not stated)
  Ecoli WT growth = 1
CCOC(=O)c1c(N)nn(C(=O)C(C)C)c1-c1ccccc1
  Ecoli WT growth = 0
CC(C)C(=O)N1CCN(c2ccc(NC(=O)c3ccc(Br)o3)cc2)CC1
  Ecoli WT growth = 1
Oc1ccccc1C1=NCCNC(C(F)(F)C(F)F)=C1
  Ecoli WT growth = -24
c1ccc(COc2cccc(CN3CCN(c4ccccn4)CC3)c2)cc1
  Ecoli WT growth = 8
CCOC(=O)c1c(C)[nH]c2cc(Br)c(O)cc12
  Ecoli WT growth = 4
COc1ccccc1-c1nnc(SCc2ccccn2)n1C
  Ecoli WT growth = -3
CC1(C)CC(=O)C2=C(C1)N(CC1CCCO1)C(=O)NC2(C(F)(F)F)C(F)(F)F (configuration not stated)
  Ecoli WT growth = -10
COc1ccc(NC2CC(=O)N(C(C)C)C2=O)cc1 (configuration not stated)
  Ecoli WT growth = -12
CCc1nnc(NC(=O)CSc2nnc(-c3ccc(OC)cc3)n2C)s1
  Ecoli WT growth = 5
CCCNC(=O)c1cccc(COCC(F)(F)C(F)F)c1
  Ecoli WT growth = -11
CCCc1[nH]nc2c1C(c1cn[nH]c1-c1ccc(F)cc1)C(C#N)=C(N)O2 (configuration not stated)
  Ecoli WT growth = 9

Oc1cccc(C(=S)N2CCN(Cc3ccccc3)CC2)c1
  Ecoli WT growth = -16
CSC1=NCCN1C(=O)c1ccc(S(=O)(=O)N2CCCC2)cc1
  Ecoli WT growth = 11
CC1=C(SCCC#N)S/C(=C2\SC(C)=C(SCCC#N)S2)S1
  Ecoli WT growth = -22
Cc1onc(-c2ccccc2Cl)c1C(=O)Nc1ccc(S(=O)(=O)NCC2CCCO2)cc1 (configuration not stated)
  Ecoli WT growth = -19
CC1CCCCN1C(=O)Cn1nnc(-c2cccnc2)n1 (configuration not stated)
  Ecoli WT growth = 2
CCOC(=O)c1ccc(N2C(=O)CC(C(=O)OC)=C2C)cc1
  Ecoli WT growth = -17
CCOc1ccccc1N1CCN(C(=O)Nc2ccc(F)c(Cl)c2)CC1
  Ecoli WT growth = -13
Cc1cc(C(=O)N2CCN(CCc3ccccc3)CC2)no1
  Ecoli WT growth = 5
CCn1cc(C(=O)OCc2ccccc2)c(=O)c2ccc(C)nc21
  Ecoli WT growth = -16
CCOc1ccc(Cn2nnc(C(=O)NCc3ccc(OC)cc3)c2N)cc1
  Ecoli WT growth = 1

2 consecutive compounds from above, for reference:
CCCCCCC1/C(=N/O)CCC1C(=O)OC (configuration not stated)
  Ecoli WT growth = -5
CCCS(=O)(=O)C(=C1Nc2ccccc2N1)S(=O)(=O)CCC
  Ecoli WT growth = -4

(further entries)
O=C1CC(c2c[nH]c3ccccc23)C(=O)N1 (configuration not stated)
  Ecoli WT growth = -5
Cc1ccc(/C=c2\sc3nc(-c4ccccc4Br)nn3c2=O)o1
  Ecoli WT growth = 3
Cc1cc(OCC(=O)c2ccc(F)cc2)ccc1N1C(=O)CCC1=O
  Ecoli WT growth = -22
Cc1cccc(C)c1N1C(=O)CC(N(O)c2ccccc2)C1=O (configuration not stated)
  Ecoli WT growth = -25
CCOc1ccc(N2CC(C(=O)Nc3cccc(C)c3C)CC2=O)cc1 (configuration not stated)
  Ecoli WT growth = -3
Cc1c(C(=O)N2CCCCC2)sc(NC(=O)C(C)C)c1C#N
  Ecoli WT growth = -4
CNC(=O)C1C2C=CC3(O2)C1C(=O)N(C1CC1)C3C(=O)NCc1ccc(OC)cc1 (configuration not stated)
  Ecoli WT growth = -3
CCC12CN3CC(CC)(CN(C1)C31C(=O)N(C)c3ccc(C)cc31)C2=O (configuration not stated)
  Ecoli WT growth = -22
CCOc1ccccc1N1CCN(C(=O)c2c(C)noc2C)CC1
  Ecoli WT growth = 5
CCOC(=O)N1CCN(C(=O)CN(C2CCCCC2)S(C)(=O)=O)CC1
  Ecoli WT growth = -16

Entries above containing an NH in an aromatic ring (3):
CCOC(=O)c1c(C)[nH]c2cc(Br)c(O)cc12
  Ecoli WT growth = 4
CCCc1[nH]nc2c1C(c1cn[nH]c1-c1ccc(F)cc1)C(C#N)=C(N)O2 (configuration not stated)
  Ecoli WT growth = 9
O=C1CC(c2c[nH]c3ccccc23)C(=O)N1 (configuration not stated)
  Ecoli WT growth = -5

(list continues)
CCCCn1nnnc1NCc1cccs1
  Ecoli WT growth = -1
CC(C)(CO)NCc1ccccc1OCC(=O)Nc1ccccc1
  Ecoli WT growth = -18
CN(C)C(=O)CN(C)S(=O)(=O)c1ccc(Cl)cc1
  Ecoli WT growth = 4
CCN(CCO)C(=O)C12CCC(C)(C(=O)C1)C2(C)C (configuration not stated)
  Ecoli WT growth = -15
Cn1ccnc1SCCC#N
  Ecoli WT growth = 8
COc1ccc(-c2nc(C#N)c(N3CCOCC3)o2)cc1OC
  Ecoli WT growth = -2
c1ccc(Cc2nnc(-c3ccccc3)o2)cc1
  Ecoli WT growth = -23
Cc1ccc(N2CCN(c3ccc(C)cc3)C(CC(=O)O)C2=O)cc1 (configuration not stated)
  Ecoli WT growth = 9
Cc1ccccc1-n1c(=O)cc(N2CCN(C(=O)c3ccco3)CC2)[nH]c1=O
  Ecoli WT growth = 19
CC(=O)c1cccc(N(CC(=O)Nc2cccnc2)S(C)(=O)=O)c1
  Ecoli WT growth = -14

The last five entries of the section before come first, to join the parts.
Structure	Ecoli WT growth
COc1ccc(-c2nc(C#N)c(N3CCOCC3)o2)cc1OC	-2
c1ccc(Cc2nnc(-c3ccccc3)o2)cc1	-23
Cc1ccc(N2CCN(c3ccc(C)cc3)C(CC(=O)O)C2=O)cc1 (configuration not stated)	9
Cc1ccccc1-n1c(=O)cc(N2CCN(C(=O)c3ccco3)CC2)[nH]c1=O	19
CC(=O)c1cccc(N(CC(=O)Nc2cccnc2)S(C)(=O)=O)c1	-14
CCOC(=O)N1CCC(N2CC34C=CC(O3)C(C(=O)O)C4C2=O)CC1 (configuration not stated)	1
C=CCSc1ncccc1C(=O)O	-2
CCOC(=O)CN1C(=O)C(O)(c2c(C)[nH]c3ccccc23)c2ccccc21 (configuration not stated)	-16
COc1ccc(OC)c(N(CC(=O)N2CCCC2)S(=O)(=O)c2ccc(OC)c(OC)c2)c1	-20
Cc1ccc(NC(=O)CCC(=O)O)cc1F	-4
O=C(Cc1ccccc1)Nc1cccc(-c2nc3ncccc3o2)c1	2
CC1Cc2nc(SCC(=O)Nc3ccc4c(c3)OCO4)n(-c3ccc(F)cc3)c(=O)c2S1 (configuration not stated)	-4
Cc1nc(NC2=NCN(CCc3ccccc3)CN2)nc2c(C)cccc12	0
COc1ccc(CCN2C(=O)CC(Sc3ncccc3C(=O)O)C2=O)cc1OC (configuration not stated)	-1
CCc1nn2c(N3CCOCC3)cc(C)nc2c1-c1ccc(F)cc1	-4
CC1CC(NC(=O)c2cnc3n(c2=O)CCS3)CC(C)(C)C1 (configuration not stated)	-3
CCCCC(=O)Nc1ccc(C(=O)NCc2ccncc2)cc1	-18
CC(Sc1nc(-c2ccccc2)cc(C(F)(F)F)n1)C(=O)N1CCC(C(N)=O)CC1 (configuration not stated)	3
O=C(Cn1ncc2c1-c1ccccc1OC2)N1CCc2ccccc21	9
CCOc1ccc(C(=O)NCC(C)CN(C)C)cc1OCC (configuration not stated)	-16
O=C(NC1=NCCS1)NC12CC3CC(CC(C3)C1)C2	7
COc1ccccc1C(=O)Nc1ccc(C(=O)O)cc1	-2
Cc1cccc(C)c1NC(=O)CS(=O)CC(=O)NC1CCCc2ccccc21 (configuration not stated)	5
CC(=O)NC(CCS(C)(=O)=O)C(=O)Nc1cccc(C)c1C (configuration not stated)	2
Cn1c(C(=O)N2CCCC(C(=O)NCCCc3ccccc3)C2)cc2sccc21 (configuration not stated)	1
COC(=O)c1ccc(NS(=O)(=O)c2ccc(SC)cc2)cc1	-11
CCCCCn1c(CN2CCN(C)CC2)nc2c1c(=O)n(C)c(=O)n2C	0
Cc1cc(C(F)(F)F)nn1Cc1ccc(C(=O)NCc2ccco2)o1	9
COc1ccccc1C1(CC(=O)O)CCOC(C(C)C)C1 (configuration not stated)	-17
Cc1cc(C)nc(SC(C)C(=O)Nc2ccc(S(N)(=O)=O)cc2)n1 (configuration not stated)	2
COc1cccc(OC)c1Oc1ccc(C(F)(F)F)cn1	-10
C=CCn1c(COc2ccc(CC)cc2)nnc1SC/C(O)=C(\C#N)c1nc2ccccc2[nH]1	3
CCOc1ccc(CN2CCN(C(=O)c3ccccc3)CC2)cc1	-19
CCOC(=O)Cc1csc(NC(=O)c2cccc(OC)c2)n1	-7
O=C(O)C1CCN(S(=O)(=O)c2ccc(Oc3ccccc3)cc2)CC1	-23
CCOc1cc(C(=O)N(C)Cc2cc3cc(OC)ccc3[nH]c2=O)cc(OCC)c1OCC	-3
CCc1cc2c(=O)c(-c3nc4ccccc4n3C)coc2c(CN2CCN(C)CC2)c1O	5
Cc1cc(NCCN2CCOCC2)n2c(nc3ccccc32)c1C#N	2
Cc1cccc2cc(C#N)c(SCCN3CCCCC3)nc12	-3
O=C1Nc2ccccc2C12OC1CCCCC1O2 (configuration not stated)	-20
Fc1ccc(C2C3=C(Nc4ncnn42)c2ccccc2OC3c2ccncc2)cc1 (configuration not stated)	6
CC(NC(=O)C1C2C=CC(C2)C1C(=O)O)c1ccccc1 (configuration not stated)	-13
C/C(=C\C(=O)Nc1nccs1)c1ccccc1	7
COc1ccccc1C(=O)Nc1ccc(N2CCN(Cc3ccccc3)CC2)cc1	3
COc1ccc(CC(=O)NC2CCN(CC(=O)Nc3ccc4c(c3)OCCO4)CC2)cc1OC	1
CCn1c(CNC(=O)c2ccccc2)nc2ccccc21	-18
CCOc1cccc(NC(=O)CSc2nncn2N)c1	-25
COc1ccc(C)cc1NC(=O)CSc1nnc(-c2ccc(Br)cc2)o1	7
Nc1cc(C(=O)O)ccc1Nc1ccccc1	-4
CCOC(=O)Cc1c(C)nc2c(C#N)c(C)nn2c1C	-10
COc1ccc(Cc2nc(-c3ccccc3)no2)cc1	-22
c1coc(CN2CN=C(Nc3nc4ccccc4s3)NC2)c1	-3
CC1Oc2ccccc2N(Cc2ccccc2Cl)C1=O (configuration not stated)	1
COc1cc(NC(=O)c2c(F)c(F)c(F)c(F)c2F)c(OC)cc1Cl	4
CC(C)(O)C#Cc1ccc(C(=O)N2CCCC2C(=O)O)s1 (configuration not stated)	-24
O=C(Nc1ccccc1)N1CCCCC1c1cccnc1 (configuration not stated)	-16
COc1cccc(NC(=O)c2ccccc2NS(C)(=O)=O)c1	-4
O=C(CCn1nc(-c2ccccc2)c2ccccc2c1=O)N1CCN(c2ccccc2)CC1	-21
O=C1C2C3C=CC(C3)C2C(=O)N1CCCO (configuration not stated)	-10
COC(=O)COc1cccc(NC(=O)c2ccccc2)c1	17
CCOC(=O)c1c(C)c(C(=O)NCC2CCCO2)c(C)n1C (configuration not stated)	-3
CCOC(=O)c1ccc(N2C(=O)CC(N3CC(C)OC(C)C3)C2=O)cc1 (configuration not stated)	-21
CC12C(=O)N(Cc3ccccc3)C(=O)C1C1C=CC2C1 (configuration not stated)	-18
COc1ccc(Cn2nnnc2C(c2cccs2)N2CCOCC2)cc1 (configuration not stated)	8
COc1ccc(C2=Nn3c(nnc3-c3cccnc3)SC2)cc1	-3

(list continues)
Structure	Ecoli WT growth
COc1ccc(Cn2c(CCCO)nc3ccccc32)cc1OC	-1
CCOC(=O)CSc1nnc(Cn2nnc(-c3ccccc3)n2)n1C	-19
COc1cc2c(cc1NCc1ccccn1)oc1ccccc12	-4
CCC1=C(C(=O)OC)C(c2cc(OC)ccc2OC)C(C#N)=C(N)O1 (configuration not stated)	-2
CN(C)CCCNC(=O)CC(c1ccccc1)c1ccccc1O (configuration not stated)	-16
COc1ccc(NC(=O)c2ccccc2NS(C)(=O)=O)cc1OC	-21
Nc1nnc(-c2cc3ccccc3oc2=O)s1	-4
Cc1cccc(Cc2nnc(NC(=O)c3cccc(S(=O)(=O)N4CCOCC4)c3)s2)c1	9
